bIAP inhibitor – intestinal alkaline phosphatase (bovine) inhibition. inhibition, % at 20 µM. purified bovine IAP, CDP-star luminescence, 30 min. 190,000 tested, under 10 active;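 active = over 50% inhibition of intestinal alkaline phosphatase at 20 µM in the single-dose screen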
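System: Purified bovine intestinal alkaline phosphatase (IAP) enzyme | Input: IAP diluted 1/65,000,000 in the well | Also added: CDP-star chemiluminescent phosphatase substrate, 30 µM final | Dosing: 20 µM single dose | Times: Enzyme reaction for 30 min at room temperature | Detection: Luminescence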
PPARg SRC-2 ag – promotes SRC-2 coactivator recruitment by human PPARgamma; P37231; PPARgamma LBD-SRC-2 recruitment, biochemical; activation, % at 8 µM; hit rate 0.34% among 200,000; AID 1032; in the data active = activation above about 22%;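 also: 0% = vehicle and 100% = reference agonist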
Target sequence (P37231 whole entry, looked up, the tested form may be a part): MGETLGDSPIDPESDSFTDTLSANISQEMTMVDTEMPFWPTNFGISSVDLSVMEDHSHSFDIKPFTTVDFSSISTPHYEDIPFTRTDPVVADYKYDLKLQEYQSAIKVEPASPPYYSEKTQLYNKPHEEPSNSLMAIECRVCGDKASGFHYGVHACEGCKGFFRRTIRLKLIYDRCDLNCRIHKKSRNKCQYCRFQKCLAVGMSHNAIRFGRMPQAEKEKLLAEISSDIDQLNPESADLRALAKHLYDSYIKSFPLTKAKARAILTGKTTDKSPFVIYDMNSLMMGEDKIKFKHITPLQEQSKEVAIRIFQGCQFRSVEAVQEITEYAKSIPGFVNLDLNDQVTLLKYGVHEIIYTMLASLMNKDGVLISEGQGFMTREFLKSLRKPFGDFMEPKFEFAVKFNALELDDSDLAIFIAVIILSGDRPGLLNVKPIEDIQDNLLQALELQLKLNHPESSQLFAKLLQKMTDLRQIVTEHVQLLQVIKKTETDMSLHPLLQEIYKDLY
TR-FRET SRC-2 ct – TR-FRET artefact, counter-screen to PPARgamma/SRC-2 agonist assay; hit rate 0.4% among 200,000; AID 1049; TR-FRET ratio at 8 µM; active compounds read high; in the data active = TR-FRET ratio above about 2000; also: inactives centre near 1500
PPARg SRC-1 ag – PPARgamma-driven SRC-1 recruitment agonism; hit rate 0.41% among 200,000; PPARgamma-SRC-1 coactivator recruitment biochemical assay; activation, % at 8 µM; in the data active = activation above about 19%;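 also: 0% = DMSO and 100% = reference agonist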
PPARg SRC3 recr – agonists of human PPARgamma SRC-3 coactivator recruitment | biochemical PPARgamma/SRC-3 coactivator recruitment assay | activation, % at 8 µM | hit rate 0.26% among 200,000 | AID 731; in the data active = activation above about 23%;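 also: 0% = DMSO and 100% = reference agonist; some compounds past the cut are filed as inactive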
TNAP act hiacc – TNAP (human) activation, high acceptor. P05186. activation factor at 20 µM. 200,000 tested, under 10 active. purified TNAP, CDP-star luminescence, 1 M DEA, 30 min; active compounds read high; 0 = EDTA background, 1 = DMSO-only activity. AID 1136;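 active = activation factor at least 2 at 20 µM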
Target sequence (P05186 whole entry, looked up): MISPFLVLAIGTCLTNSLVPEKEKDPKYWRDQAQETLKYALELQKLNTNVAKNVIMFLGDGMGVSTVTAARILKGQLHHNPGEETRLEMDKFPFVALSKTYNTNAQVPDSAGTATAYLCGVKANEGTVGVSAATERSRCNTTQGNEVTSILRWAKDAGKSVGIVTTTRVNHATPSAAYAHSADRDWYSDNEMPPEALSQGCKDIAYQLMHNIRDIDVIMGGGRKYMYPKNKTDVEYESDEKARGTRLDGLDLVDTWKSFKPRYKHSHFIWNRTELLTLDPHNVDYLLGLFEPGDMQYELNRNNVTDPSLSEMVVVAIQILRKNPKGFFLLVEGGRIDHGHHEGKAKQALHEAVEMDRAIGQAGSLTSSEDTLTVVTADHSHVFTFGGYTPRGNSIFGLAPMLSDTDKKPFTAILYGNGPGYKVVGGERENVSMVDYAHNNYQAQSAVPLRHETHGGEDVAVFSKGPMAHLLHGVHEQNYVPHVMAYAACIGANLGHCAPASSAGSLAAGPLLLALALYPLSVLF
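Control set: EDTA negative control, DMSO positive control / Assay system: human TNAP / Quantity: TNAP 1/800 final / Evaluation: TNAP activation factor scaled between EDTA and DMSO control wells / Measured by: luminescent substrate turnover signal / Compound dosing: one dose, 20 µM / Times: 30 min enzyme reaction at room temperature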
TNAP inh hiacc – blocks human TNAP under high phosphate acceptor concentration; P05186; hit rate 0.03% among 200,000; inhibition, % at 20 µM; purified TNAP, CDP-star luminescence, 1 M DEA;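 active = over 50% inhibition of tissue-nonspecific alkaline phosphatase at 20 µM in the single-dose screen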;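 also: plate controls were DMSO wells for no effect and EDTA-quenched wells as full inhibition for full effect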
HMGR II inh – E. faecalis class II HMG-CoA reductase inhibition; purified E. faecalis HMGR, NADPH absorbance 340 nm kinetic; inhibition, % at 10 µM; hit rate 0.41% among 190,000; AID 1066;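 active = inhibition above a set limit, the median over all tested compounds plus 3 SD, cut at about 9.5% in these data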;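 also: enzyme runs in reverse so mevalonate oxidation gives rising NADPH absorbance; 0% = complete reaction with DMSO and 100% = background rate lacking mevalonate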
TNAP inh noacc – TNAP (human) inhibition, acceptor-free conditions | purified TNAP, CDP-star luminescence, 30 min | hit rate 0.26% among 200,000 | inhibition, % at 20 µM | AID 1012;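 active = tissue-nonspecific alkaline phosphatase inhibition above about 50% at 20 µM in the single-dose screen, limit read from the data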;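 also: 0% = DMSO negative control and 100% = EDTA positive control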
bIAP activator – intestinal alkaline phosphatase (bovine) activation; activation factor at 20 µM; AID 1016; purified bovine IAP, CDP-star luminescence, 30 min; active compounds read high; fold of DMSO-control signal, blank-subtracted; hit rate 0.17% among 200,000;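 active = activation factor of 2 or more at 20 µM, a signal rise over negative controls twice the positive control's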
The depositor's hits bear a star. This is a random part of the collection (roughly 1.6% active in at least one column).

item	mol	TNAP act hiacc	PPARg SRC-2 ag	PPARg SRC3 recr	bIAP activator	TNAP inh hiacc
1	Fc1cccc(Nc2nc3ccccc3n3nnnc23)c1	1.1	2.1	7.5	0.8	-5.2
2	Cc1ccc(CNS(=O)(=O)c2ccc3c(c2)CCN3C(=O)CCCC(=O)O)cc1	1	-3.8	-0.7	1	-3.4
3	O=C(NNC(=O)c1oc2ccccc2c1-n1cccc1)c1ccco1	1	-1.1	2.5	1.7	-2.6
4	CCOC(=O)CSc1nc(N)c(C#N)c(-c2ccc(OC)cc2)c1C#N	1.1	5.2	-5.5	0.9	-6.3
5	CN1C(=O)/C(=C/c2ccccc2OCc2ccccc2)NC1=S	0.9	10.6	-2.0	0.9	5.1
6	COc1cc(C2NC(=S)NC(C)=C2C(=O)Nc2ccc(C)cc2)ccc1O (stereo not drawn)	1	1.8	4.4	1.2	-4.8
7	CCN1CCN(c2c(Cl)cccc2NC(=O)c2ccc3c(c2)OCCO3)CC1	1	6.3	-2.9	1	-0.4
8	CCOC(=O)N/N=C(\C)c1cccs1	1	-5.6	4.5	1	-3.2
9	CNC(=O)c1cc(C(=O)c2ccccc2C(F)(F)F)c[nH]1	1.1	-3.6	0.3	1	-7.6
10	CSCCC(NC(N)=O)C(=O)Nc1ccc2ccccc2c1 (stereo not drawn)	1.1	0.6	-2.9	1	-5.4

item	TR-FRET SRC-2 ct	HMGR II inh	bIAP inhibitor	TNAP inh noacc	PPARg SRC-1 ag
1	1404	-4.2	17.5	-19.7	-3.0
2	1609	5.7	2.3	-9.5	9.0
3	1453	-4.5	-65.5	-158.6	5.6
4	1480	-2.6	8.1	-9.1	2.4
5	1616	-1.0	5.7	-8.3	-9.5
6	1520	-1.6	-19.7	-2.9	0.7
7	1592	-5.8	-1.9	-2.7	1.3
8	1633	2.9	2.4	-16.9	2.6
9	1448	1.8	3.8	-12.7	-2.5
10	1432	-1.9	-2.2	-8.4	4.6

The listing continues.
item	mol	TNAP act hiacc	PPARg SRC-2 ag	PPARg SRC3 recr	bIAP activator	TNAP inh hiacc
11	CCOC(=O)NC(=O)CSc1nnc(SCCC(=O)O)s1	1	1.5	-0.3	1.1	1.0
12	O=C(NCc1ccccc1)NC(=O)c1ccncc1	1	7.9	-9.8	0.9	-0.4
13	O=C(CCC(=O)Nc1ccccc1)N/N=C/c1ccccc1F	1	2.9	3.6	1.1	-3.1
14	O=C1c2ccccc2C(=O)N1c1n[nH]c(CCc2ccccc2)n1	1	16.1	10.8	1	-0.2
15	CSc1ccc(-c2ccco2)nn1	1.1	4.6	3.4	1.2	-5.4
16	Cn1cc(/C=C/c2nc3ccccc3c(=O)n2-c2cccc([N+](=O)[O-])c2)c2ccccc21	1	-0.4	9.0	0.9	4.4
17	Cn1c2c(c(=O)n(C)c1=O)C(C(F)(F)F)(C(F)(F)F)N=C(C1CCCCC1)N2	1	-4.7	4.9	1	0.8
18	O=C(Cn1c(-c2ccco2)nc2ccccc21)N1CCCCC1	1.1	7.4	5.2	0.9	-5.9
19	COc1cc(C)c(C(C)C)cc1S(=O)(=O)N1CCN(C)CC1	1	-6.0	2.1	1	-4.7
20	Cc1ccc(S(=O)(=O)N(CC(=O)NCc2ccco2)C2CCCCC2)cc1	1	12.1	4.1	1.2	0.4

item	TR-FRET SRC-2 ct	HMGR II inh	bIAP inhibitor	TNAP inh noacc	PPARg SRC-1 ag
11	1488	-3.2	-11.3	-14.5	0.3
12	1752	-5.3	11.6	-6.6	4.1
13	1720	1.9	-5.2	-9.9	3.0
14	1524	-0.7	1.0	57.2*	2.2
15	1432	1.9	-20.8	-13.2	2.9
16	1670	1.0	9.1	-1.8	2.6
17	1636	-1.6	1.3	-14.2	7.1
18	1732	1.9	13.3	-11.8	2.3
19	1560	1.5	2.7	-11.1	-2.6
20	1640	-3.1	-17.7	-2.5	0.4

(next part)
item	mol	TNAP act hiacc	PPARg SRC-2 ag	PPARg SRC3 recr	bIAP activator	TNAP inh hiacc
21	CC12CCC(=O)N1C(C(=O)O)Cc1c2[nH]c2ccccc12 (stereo not drawn)	1.1	8.3	10.5	1	-5.1
22	Cc1ccc2c(=O)c(C(=O)NCc3cccs3)c[nH]c2c1	1	7.7	5.4	0.8	2.0
23	O=c1[nH]ncc(N/N=C\c2ccc(O)cc2O)c1Cl	1	12.2	15.6	0.9	1.5
24	COc1ccc(CCNC(=O)Cn2c(=O)[nH]c3ccsc3c2=O)cc1OC	1	0.5	0.1	1.1	-1.8
25	COc1ccccc1S(=O)(=O)Cc1ccc(C(=O)NCc2cccs2)o1	1	4.0	1.7	0.9	-2.1
26	O=C(c1oc(=O)c2ccccc2c1-c1ccccc1)N1CCC(O)CC1	1	10.0	1.5	1.1	-4.5
27	O=C(C1CCCN(S(=O)(=O)c2cccc3nsnc23)C1)N1CCCCCC1 (stereo not drawn)	1.1	-2.2	0.6	1	-5.8
28	CCOc1ccc(C(=O)N2CCn3c2nc2ccccc23)cc1	1.1	-13.3	2.0	1	-5.6
29	O=S(=O)(NCCNS(=O)(=O)c1cccs1)c1cccs1	1	5.0	12.4	1	0.2
30	COc1cc2[nH]c(=S)n(NC(=O)c3ccccc3)c(=O)c2cc1OC	1	20.0	20.5	0.7	-0.5

item	TR-FRET SRC-2 ct	HMGR II inh	bIAP inhibitor	TNAP inh noacc	PPARg SRC-1 ag
21	1584	-1.4	-1.5	-6.0	2.3
22	1524	0.6	16.0	-4.6	2.3
23	1790	-1.7	10.2	-6.3	11.3
24	1704	4.0	-5.2	-6.1	1.3
25	1644	6.7	14.0	-1.8	2.3
26	1706	0.0	-6.5	-9.0	2.3
27	1528	-1.8	2.0	-17.4	2.8
28	1484	-3.7	-3.1	3.4	-4.9
29	1588	-8.1	-2.0	7.1	6.4
30	2013*	-3.0	29.2	-8.3	15.6

2 of the compounds above, tab-delimited.
cpd	structure	TNAP act hiacc	PPARg SRC-2 ag	PPARg SRC3 recr	bIAP activator	TNAP inh hiacc	TR-FRET SRC-2 ct	HMGR II inh	bIAP inhibitor	TNAP inh noacc	PPARg SRC-1 ag
21	CC12CCC(=O)N1C(C(=O)O)Cc1c2[nH]c2ccccc12 (stereo not drawn)	1.1	8.3	10.5	1	-5.1	1584	-1.4	-1.5	-6.0	2.3
22	Cc1ccc2c(=O)c(C(=O)NCc3cccs3)c[nH]c2c1	1	7.7	5.4	0.8	2.0	1524	0.6	16.0	-4.6	2.3

Two of the compounds above, in markdown.
| # | structure | TNAP act hiacc | PPARg SRC-2 ag | PPARg SRC3 recr | bIAP activator | TNAP inh hiacc | TR-FRET SRC-2 ct | HMGR II inh | bIAP inhibitor | TNAP inh noacc | PPARg SRC-1 ag |
| --- | --- | --- | --- | --- | --- | --- | --- | --- | --- | --- | --- |
| 22 | Cc1ccc2c(=O)c(C(=O)NCc3cccs3)c[nH]c2c1 | 1 | 7.7 | 5.4 | 0.8 | 2.0 | 1524 | 0.6 | 16.0 | -4.6 | 2.3 |
| 7 | CCN1CCN(c2c(Cl)cccc2NC(=O)c2ccc3c(c2)OCCO3)CC1 | 1 | 6.3 | -2.9 | 1 | -0.4 | 1592 | -5.8 | -1.9 | -2.7 | 1.3 |

Continuation.
item	mol	TNAP act hiacc	PPARg SRC-2 ag	PPARg SRC3 recr	bIAP activator	TNAP inh hiacc
31	CCOc1ccc(NC(=O)CCNc2c(N3CCCC3)c(=O)c2=O)cc1	1.1	2.0	-6.7	1	-5.0
32	CCOc1ccc(-n2cc(-c3ccc(OC)c(OC)c3)[nH]c2=S)cc1	1	2.5	4.1	1	-0.9
33	Cc1cc(=O)[nH]c(SCc2cccc3cccnc23)n1	1	0.3	1.8	1.3	-1.1
34	O=C(Nc1ccc2ccccc2c1)c1cnccn1	1	3.5	8.1	0.9	0.2
35	O=C(N/N=C/c1ccccc1)c1n[nH]c2c1CCCC2	1	1.5	-0.5	1.2	0.5
36	Cc1cc(C)nc(NC(=O)CSc2nc3cc(Cl)ccc3s2)n1	1	10.2	-1.5	1	-4.6
37	O=C(OCC#CCSc1nnc(-c2ccc(Br)cc2)o1)c1cccs1	1	6.8	9.4	0.7	-2.2
38	COc1ccc(CCn2c(=O)c3cccnc3n(Cc3cccc([N+](=O)[O-])c3)c2=O)cc1OC	1	-0.8	3.2	1.1	1.6
39	COc1cc(C=O)ccc1OCCSc1ccc(C)cc1	1	3.1	-2.9	1	0.0
40	O=C(NCc1ccco1)c1nc2c(nnn2Cc2ccccc2Cl)c(=O)[nH]1	1	9.2	5.5	0.9	1.2

item	TR-FRET SRC-2 ct	HMGR II inh	bIAP inhibitor	TNAP inh noacc	PPARg SRC-1 ag
31	1504	-0.2	4.6	-9.7	2.3
32	1424	0.0	3.2	61.6*	5.0
33	1570	2.9	-25.4	-9.7	-2.7
34	1570	-2.6	7.2	-7.8	-5.2
35	1699	-9.0	-16.0	-58.9	13.1
36	1576	-3.2	1.6	-7.4	-0.9
37	1685	0.6	32.8	-9.6	9.5
38	1648	-1.0	-5.1	3.6	7.0
39	1337	-2.8	4.5	-8.9	2.5
40	1409	-4.6	7.3	-1.3	0.5

Three entries already listed, sorted by formula weight, descending.
item	mol	TNAP act hiacc	PPARg SRC-2 ag	PPARg SRC3 recr	bIAP activator	TNAP inh hiacc
6	COc1cc(C2NC(=S)NC(C)=C2C(=O)Nc2ccc(C)cc2)ccc1O (stereo not drawn)	1	1.8	4.4	1.2	-4.8
18	O=C(Cn1c(-c2ccco2)nc2ccccc21)N1CCCCC1	1.1	7.4	5.2	0.9	-5.9
9	CNC(=O)c1cc(C(=O)c2ccccc2C(F)(F)F)c[nH]1	1.1	-3.6	0.3	1	-7.6

item	TR-FRET SRC-2 ct	HMGR II inh	bIAP inhibitor	TNAP inh noacc	PPARg SRC-1 ag
6	1520	-1.6	-19.7	-2.9	0.7
18	1732	1.9	13.3	-11.8	2.3
9	1448	1.8	3.8	-12.7	-2.5

(list continues)
item	mol	TNAP act hiacc	PPARg SRC-2 ag	PPARg SRC3 recr	bIAP activator	TNAP inh hiacc
41	Cc1cc(C2(c3ccc(O)c(C)c3)OC(=O)c3ccccc32)ccc1O	0.6	5.3	-0.4	1	38.0
42	CCOC(=O)c1ccc2nc(NC(C)=O)sc2c1	1	17.4	8.3	1	0.6
43	COc1ccc(C(=O)NCc2nnc(SCC(=O)Nc3cccc(F)c3)o2)cc1	1	-2.9	3.7	1.2	-3.7
44	CC(C)CC(NC(=O)C(CC(C)C)NC(=O)OC(C)(C)C)C(=O)O (stereo not drawn)	1	4.4	11.1	1.1	1.1
45	C=CCn1c(SCC(=O)N2CCc3ccccc3C2)nc2sc(C)cc2c1=O	1	1.4	9.4	1	0.9
46	O=S(=O)(N/N=C\c1ccc(-c2ccccc2Cl)o1)c1ccccc1	1	9.3	1.6	1.2	1.3

item	TR-FRET SRC-2 ct	HMGR II inh	bIAP inhibitor	TNAP inh noacc	PPARg SRC-1 ag
41	1489	0.2	-2.6	30.1	3.3
42	1593	5.2	0.3	-2.7	0.1
43	1478	1.1	-16.6	-12.8	-4.0
44	1430	3.4	-9.3	-5.7	2.8
45	1519	-1.9	4.3	-4.4	7.5
46	1611	-2.5	-16.4	0.6	4.5

Assay outcomes (PubChem)
